Jurkat NFkB inh = lowers PMA/ionomycin-induced NF-kB signal in Jurkat cells; 330,000 compounds, 0.53% hits; inhibition, % at 4 µM; PMA/ionomycin-induced NF-kB luciferase reporter, luminescence
UBC13 inh = human UBC13 polyubiquitination inhibition; P61088; UBC13 polyubiquitin chain formation, TR-FRET; inhibition, % at 20 µM; 330,000 compounds, 0.47% hits; in the data active = inhibition above about 45%, passing the limit was not always enough
Target sequence (P61088 whole entry, looked up): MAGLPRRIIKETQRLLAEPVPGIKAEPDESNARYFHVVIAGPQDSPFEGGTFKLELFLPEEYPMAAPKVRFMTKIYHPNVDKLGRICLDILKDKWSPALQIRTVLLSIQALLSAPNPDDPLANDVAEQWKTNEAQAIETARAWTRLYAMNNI
EBI2 block = blocks human EBI2 receptor beta-arrestin signaling; inhibition, % at 5 µM; P32249; EBI2 beta-arrestin recruitment, luminescence, 7a,25-OHC stimulated; 360,000 compounds, 0.81% hits; in the data active = inhibition above about 38%;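 note: enzyme fragment complementation signal reports receptor beta-arrestin coupling in cells; 0% = agonist plus DMSO wells and 100% = wells without agonist; some results beyond the cut were filed as inactive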
Target sequence (P32249 whole entry, looked up, the tested form may be a part): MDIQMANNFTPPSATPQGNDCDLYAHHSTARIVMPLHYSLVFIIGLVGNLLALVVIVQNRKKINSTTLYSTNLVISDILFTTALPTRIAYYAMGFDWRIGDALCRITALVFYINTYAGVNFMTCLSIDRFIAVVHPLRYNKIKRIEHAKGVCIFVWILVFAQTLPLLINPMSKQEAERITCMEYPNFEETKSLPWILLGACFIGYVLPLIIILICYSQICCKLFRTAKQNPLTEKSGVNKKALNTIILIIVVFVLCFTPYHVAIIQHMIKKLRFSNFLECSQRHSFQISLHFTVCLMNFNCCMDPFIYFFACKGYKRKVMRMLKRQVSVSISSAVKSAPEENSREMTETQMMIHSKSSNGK
Gli-Sufu block = Gli-Sufu pathway antagonism; 340,000 compounds, 0.74% hits; Sufu-KO-LIGHT fibroblasts, Gli luciferase reporter luminescence; inhibition, % at 5 µM;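 active = inhibition above about 55%, limit read from the data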;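 note: 0% = DMSO-treated cells and 100% = wells with medium but no cells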
SENP8 block = SENP8 protease inhibition | Q96LD8 | purified SENP8, Z-RLRGG-aminoluciferin cleavage, luminescence | inhibition, % at 10 µM | 330,000 compounds, 1.2% hits
Target sequence (Q96LD8 whole entry, looked up): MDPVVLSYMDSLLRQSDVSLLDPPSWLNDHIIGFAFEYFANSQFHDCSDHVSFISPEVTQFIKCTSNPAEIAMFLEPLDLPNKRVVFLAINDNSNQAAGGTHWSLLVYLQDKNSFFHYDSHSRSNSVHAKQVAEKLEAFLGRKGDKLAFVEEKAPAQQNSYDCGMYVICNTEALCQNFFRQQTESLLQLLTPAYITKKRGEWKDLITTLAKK
CCR6 antagonist = antagonists of human CCR6 receptor. inhibition, % at 20 µM. P51684. CHO-K1 CCR6 PathHunter beta-arrestin, luminescence, CCL20-stimulated. AID 493098. 340,000 compounds, 0.49% hits;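 active = compounds whose inhibition of the agonist-driven luminescence signal at 20 µM reaches about 50%, limit read from the data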;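 note: cells stimulated with CCL20 at 14 nM final; plate controls were DMSO with CCL20 for no effect and DMSO without agonist for full effect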
697 NFkB inh = inhibitors of the PMA/ionomycin-induced NF-kB reporter in 697 B cells | inhibition, % at 4 µM | 330,000 compounds, 0.33% hits | AID 435022 | 697 B-cell NF-kB luciferase reporter, 16 h; in the data active = inhibition above about 35%
Apaf1 inhib = inhibitors of human Apaf-1 apoptosome. inhibition, % at 20 µM. reconstituted apoptosome caspase-3 activity, DEVD-Rh110 fluorescence. O14727. 330,000 compounds, 0.71% hits; active = inhibition of at least 40% at 20 µM;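 note: plate controls were DMSO wells for no effect and DEVD-CHO caspase inhibitor wells for full effect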
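Material: reconstituted apoptosome with Apaf-1, cytochrome c, caspase-9, procaspase-3, dATP. Technique: Rh110 fluorescence intensity. Buffer or medium: pH 7.5 Hepes buffer with CHAPS, BSA, DTT. Times: 30 min plus 50 min, RT.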
Active calls of the source: *; . = no result given. Cut-off read from the data, not from the text of the source, unless noted: active = inhibition above about 50%; inactive = the rest.

Results follow in this order: SENP8 block	Gli-Sufu block	CCR6 antagonist	Jurkat NFkB inh	UBC13 inh	697 NFkB inh	EBI2 block	Apaf1 inhib
COc1ccc(OC)c2[nH]c(=O)c(CCNC(=O)COc3ccccc3)cc12
→ 3	16	0	-10	-2	5	1	15
COC(=O)c1cc2c(ccn2-c2ccc(F)cc2)n1CC(=O)N1CCN(C(=O)c2ccco2)CC1
→ -4	16	7	21	14	23	2	21
Cc1ccc(C(=O)COc2nc(C)nc3ccccc23)cc1
→ 0	0	-4	4	4	12	-8	-10
COc1cc([C@@H]2C[C@H]3CN(c4ccccc4)C(=O)[C@]34CCCN24)cc(OC)c1OC
→ 9	-2	18	-1	0	16	0	-25
COc1cc(Cl)c(C)cc1NC(=O)CSc1nnc(-c2ccco2)n1CC(C)C
→ 1	-1	16	-6	-1	-9	15	28
COc1ccc(-n2c(Cc3cccn3C)nnc2SCC(=O)Nc2ccc3c(c2)OCCO3)cc1
→ -4	-7	0	-6	0	15	8	0
COc1ccccc1NC(=O)Nc1c(C)nn(C)c1C
→ 2	-1	7	-7	-18	-4	-6	19
CC[C@]1(C(=O)OC)[C@H]2C(=O)N(C)C(=O)[C@H]2[C@H]2CN=C(SCc3ccccc3)N21
→ .	-2	-7	.	.	16	-1	6
CCOc1ccccc1NC(=O)C(c1ccccc1)N1CCN(CC(=O)N2CCOCC2)CC1 (centres undefined)
→ -11	13	3	1	-6	20	0	-1
CC(=O)c1cccc(NC(=O)c2cccc(NC(=O)c3ccco3)c2)c1
→ 3	28	8	-5	3	15	-6	4

Results follow in this order: SENP8 block	Gli-Sufu block	CCR6 antagonist	Jurkat NFkB inh	UBC13 inh	697 NFkB inh	EBI2 block	Apaf1 inhib
CC(=O)NC(=S)Nc1cccc(S(=O)(=O)NC2=NCCC2)c1
→ 5	-1	-8	6	1	17	-2	-14
Cc1nc(C(F)(F)F)nc(Nc2ccc(Br)cc2)c1C#N
→ 4	-3	14	-3	20	7	5	2
CN(C)C(=S)c1ccccc1
→ 6	-2	1	3	-2	8	7	-35
O=C(COc1ccc2ccc(=O)oc2c1)N1CCN(C(=O)C2COc3ccccc3O2)CC1 (centres undefined)
→ -10	11	0	-20	-2	0	44	1
O=C(CN1c2cccc3cccc(c23)S1(=O)=O)NC1CCCCC1
→ 11	4	4	9	11	9	3	-7
O=c1[nH]c2ccccc2n1CCCSc1cnc2ccccc2n1
→ -10	-24	6	-6	-1	12	2	27
CC(=O)c1cccc(NC(=O)c2nccnc2C(=O)O)c1
→ -4	1	-5	23	10	19	1	-13
Cc1c(Cl)cccc1NC(=O)CCC(=O)c1cccs1
→ 0	-28	4	4	6	14	-8	1
COCCN1Cc2cccc(C(=O)Nc3cccc(C)c3C)c2C1=O
→ 4	5	10	2	2	22	-8	2
COc1ccc(OC)c(N(CC(=O)N2CCCC2)S(=O)(=O)c2ccc(C)cc2)c1
→ -2	5	6	6	5	3	-5	10

Results follow in this order: SENP8 block	Gli-Sufu block	CCR6 antagonist	Jurkat NFkB inh	UBC13 inh	697 NFkB inh	EBI2 block	Apaf1 inhib
O=C(CN1CCCCCC1)Nc1ccc(F)c(F)c1F
→ -4	1	10	-2	-16	-4	-12	-2
Cc1cc(NC(=O)CCC(=O)N(Cc2ccco2)C(C(=O)NC2CCCCC2)c2ccccc2)no1 (centres undefined)
→ 0	-20	-2	7	-3	17	4	11
O=[N+]([O-])c1nn(-c2ccc(Cl)cc2)n(O)c1=NCc1cccnc1
→ -3	-26	2	-15	7	-11	7	-8
CC(C)CCNC(=O)C(C)N(C(=O)Cn1nnc(-c2ccc(F)cc2)n1)C1CCCC1 (centres undefined)
→ 1	2	-15	-9	6	0	-10	-11
CC(=O)N1c2ccc(S(=O)(=O)N3CCCC(C(=O)Nc4cc(C)cc(C)c4)C3)cc2CC1C (centres undefined)
→ -8	-5	10	13	-12	-8	-6	14
CC(C)COCC(CN(Cc1ccccc1)c1ccccc1)N1CCCC1 (centres undefined)
→ -7	6	10	17	49*	-3	2	49*
Cc1c([N+](=O)[O-])cc(C(=O)Nc2ccc(Cc3ccncc3)cc2)cc1[N+](=O)[O-]
→ -5	-10	-5	11	3	1	-10	-2
Cc1ccc2cc(CN(CCCN3CCOCC3)C(c3nnnn3Cc3ccco3)C(C)C)c(=O)[nH]c2c1C (centres undefined)
→ -3	4	7	17	12	7	2	-13
COc1cc(OC)cc(C(=O)N2CCN(C3CCN(Cc4ccccc4)CC3)CC2)c1
→ 1	0	7	12	-2	-1	-7	-2
CC(C)(C)OC(=O)N/N=C/c1ccc(N2CCOCC2)s1
→ -3	-31	-12	-17	-6	-7	-5	8

Results follow in this order: SENP8 block	Gli-Sufu block	CCR6 antagonist	Jurkat NFkB inh	UBC13 inh	697 NFkB inh	EBI2 block	Apaf1 inhib
CC1(C)C(=O)OC(C(=O)c2ccccc2)C(C)(C)C1=O (centres undefined)
→ -3	-38	-9	3	6	1	-7	-4
COc1ccccc1NC(=O)CSc1nnc(COc2ccccc2OC)n1C
→ -9	-1	5	6	-2	5	-2	-5
CCc1ccccc1NC(=O)COc1ccc2c(c1)OCO2
→ -7	-11	3	-6	6	19	4	-1
Cc1nc2ccc([N+](=O)[O-])cc2c(=O)n1Cc1ccc(Cl)cc1
→ 10	8	8	-2	-6	20	8	12
O=C(N/N=C\c1ccccn1)c1cccc(C(=O)N/N=C\c2ccccn2)n1
→ -6	4	-21	2	-17	1	-19	-15
FC(F)(F)COc1nc(N2CCCCC2)nc(N2CCNCC2)n1
→ 3	9	3	-12	4	3	2	-11
Cc1ccc(N2C(=O)C(CC(=O)Nc3cccc(F)c3)N(C3CC3)C2=O)cc1 (centres undefined)
→ 4	12	-1	-5	4	-1	-3	6
N/C(=N\OC(=O)CC1CCCCC1)c1cccc([N+](=O)[O-])c1
→ -6	-15	-10	-3	-7	1	-9	9
COCCn1c(SCc2nc3sc(C(=O)OC)c(C)c3c(=O)[nH]2)nc2ccccc21
→ 0	5	40	1	-4	-8	11	11
COc1ccc(C2=NOC(C(=O)Nc3ccc(C)cc3)C2)cc1OC (centres undefined)
→ 0	1	18	14	-2	12	-6	-12

An excerpt from above in order of length of the SMILES, low to high.
Results follow in this order: SENP8 block	Gli-Sufu block	CCR6 antagonist	Jurkat NFkB inh	UBC13 inh	697 NFkB inh	EBI2 block	Apaf1 inhib
O=C(CN1CCCCCC1)Nc1ccc(F)c(F)c1F
→ -4	1	10	-2	-16	-4	-12	-2
COc1ccccc1NC(=O)CSc1nnc(COc2ccccc2OC)n1C
→ -9	-1	5	6	-2	5	-2	-5
O=C(N/N=C\c1ccccn1)c1cccc(C(=O)N/N=C\c2ccccn2)n1
→ -6	4	-21	2	-17	1	-19	-15
COC(=O)c1cc2c(ccn2-c2ccc(F)cc2)n1CC(=O)N1CCN(C(=O)c2ccco2)CC1
→ -4	16	7	21	14	23	2	21
Cc1c([N+](=O)[O-])cc(C(=O)Nc2ccc(Cc3ccncc3)cc2)cc1[N+](=O)[O-]
→ -5	-10	-5	11	3	1	-10	-2

The list continues.
Results follow in this order: SENP8 block	Gli-Sufu block	CCR6 antagonist	Jurkat NFkB inh	UBC13 inh	697 NFkB inh	EBI2 block	Apaf1 inhib
CCOc1ccc(NC(=O)CN2CCC(n3cnc4cc(F)ccc43)CC2)cc1
→ 6	7	12	0	2	-13	21	15
Cc1ccc(C2(c3noc(CN(C)CC4COCCO4)n3)CCCC2)cc1 (centres undefined)
→ -9	-3	11	3	-9	-4	-2	4
O=C(CSc1nnc2nnc3ccccc3n12)N1CCOCC1
→ -12	17	-6	18	-14	-1	-3	-6
CCCCOc1ccc(C(=O)N2CCCC2)cc1
→ -2	-19	-15	-30	-5	-19	-23	1
Cn1cc(CCNC(=O)CCc2nnc(CCCCc3ccccc3)o2)cn1
→ 10	-14	13	14	-4	6	0	-1
CCC(COC(=O)Nc1cccc(C)c1)NC(=O)OCC(C)C (centres undefined)
→ -3	11	11	-19	6	-31	4	11
CCOc1ccc(NS(=O)(=O)c2ccc3ncsc3c2)cc1
→ 4	6	-6	-7	2	14	3	-2
O=C1c2ccccc2S(=O)(=O)N1CC1CC(c2ccccc2)=NO1 (centres undefined)
→ -7	-13	8	3	1	-84	-1	-6
CC(C)C(=O)Nc1nnc(S(=O)(=O)N2CCCCCC2)s1
→ -1	6	-1	4	-1	-1	-8	2
CCCCNc1ncnc2c1cnn2-c1ccc(C)cc1C
→ -3	-6	9	-2	6	-8	2	7

Results follow in this order: SENP8 block	Gli-Sufu block	CCR6 antagonist	Jurkat NFkB inh	UBC13 inh	697 NFkB inh	EBI2 block	Apaf1 inhib
C=CC(O)(C#CCN(CC)CC)c1ccccc1 (centres undefined)
→ -3	7	9	14	4	18	-3	1
COc1ccc(/C=C2/CCOC2=O)cc1
→ -9	1	1	7	0	-6	-6	3
O=C(Cc1ccccc1)N[C@@H]1c2ccccc2CC[C@@H]1OCc1ccccc1
→ .	-8	10	.	.	13	8	15
Cc1cccc(C)c1OCC(O)CNC(C)c1ccccc1 (centres undefined)
→ 2	23	14	-3	6	18	4	5
O=C(O)c1cccc(CSc2ncccn2)c1
→ -2	3	3	1	-3	-2	0	-17
C/C(=N\NC(=O)c1ccc(NS(=O)(=O)c2cccs2)cc1)c1ccc2c(c1)OCO2
→ 5	.	9	-1	-12	0	-1	8
CCN(CC)C(=O)Cn1cc(S(=O)(=O)CC(=O)N2CC(C)OC(C)C2)c2ccccc21 (centres undefined)
→ 1	-6	4	9	0	19	7	0
COCC1CCN(C(=O)c2ccc3oc(Cc4ccccc4)nc3c2)C1 (centres undefined)
→ -13	-13	-3	-24	-5	-51	-1	14
Cc1ccc(S(=O)(=O)N(CC(=O)N2CCC(C)CC2)c2ccccc2)cc1
→ -3	6	0	22	2	-2	4	3
CC1=Nc2ccccc2/C1=C\c1nc(-c2ccccc2)oc1O
→ -8	1	0	-17	-42	-35	11	19

Results follow in this order: SENP8 block	Gli-Sufu block	CCR6 antagonist	Jurkat NFkB inh	UBC13 inh	697 NFkB inh	EBI2 block	Apaf1 inhib
Cc1cccc2sc(N(CCCN(C)C)C(=O)c3sc4ccccc4c3Cl)nc12
→ -19	8	7	-7	4	-11	1	15
O=C(Cc1cccc2ccccc12)NCCOc1ccccc1F
→ 5	-5	14	3	10	-2	5	-4
COc1ccc(S(=O)(=O)N2CCN(c3ccc(F)cc3)CC2)cc1C(=O)N1CCOCC1
→ 0	15	6	-4	2	11	0	7
CCc1cccc(NC(=O)C2CCN(S(=O)(=O)c3ccc4c(c3)CC(C)N4C(C)=O)CC2)c1 (centres undefined)
→ -2	13	10	10	9	0	13	16
NC(=O)C1CCN(C(=O)c2ccc(OCC(=O)Nc3cccc(C(F)(F)F)c3)cc2)CC1
→ 0	-6	-5	1	4	18	5	1
CN(CC(=O)Nc1cccc(F)c1)C(=O)CCNC(=O)c1ccc(Br)cc1
→ 2	17	0	-11	5	-9	-13	-7
Cc1ccccc1NC(=O)Cc1nc(CN(C)CC(=O)Nc2cccc(F)c2)cs1
→ 6	-6	16	-5	8	2	5	7
CC(C)Oc1ccc(C(CC(=O)NCCCN(C)C)c2ccc(F)cc2)cc1 (centres undefined)
→ -1	11	-5	-12	-11	-2	-11	18
CC1(C)CC2CC(C)(CN2S(=O)(=O)c2ccccc2[N+](=O)[O-])C1 (centres undefined)
→ 3	12	8	10	8	-6	-1	9

Screening results: PubChem, Sanford-Burnham Center for Chemical Genomics

An excerpt; the hit share may differ from the screen's.
